ALDH1A1 inh: inhibitors of human aldehyde dehydrogenase 1A1. P00352. Purified ALDH1A1, NADH fluorescence, propionaldehyde substrate. Potency, µM (highest dose often 75.3 µM), for inactives: top-dose activity, negative = inhibition, hits mostly inhibitors. 7.3% of 220,000 active. AID 1030; active means well fitted inhibition curve with a large enough effect, not every such curve was filed as active; inconclusive means small, poorly fitted or top-dose-only effect, or another doubt; inactive means no such curve, though single readings can be large or run the other way;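 further: plate controls were no enzyme wells and a reference inhibitor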
TRb-SRC2 inh: inhibitors of human thyroid hormone receptor beta-SRC2 interaction; P10828; TRbeta-SRC2 peptide binding, fluorescence polarization; receptor liganded with 1 µM T3; Potency, µM (top dose mostly 106 µM), for the others: top-dose activity change, negative = inhibition, most hits filed as inhibitors; 0.065% of 280,000 active;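 further: plate controls were bound peptide for no effect and peptide without receptor for full effect; nearly all actives have a fitted effect of over 50% in size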
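Read-out is fluorescence polarization (555 nm excitation, 632 nm emission) of a Texas Red SRC2 coactivator peptide; loss of signal reflects blocked binding to human TRb ligand-binding domain in the presence of 1 uM T3.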
Tau fibril FP: blocks human tau fibril formation measured by polarization. Potency, µM (series often up to 57.7 µM), for the others: at the top dose activity, negative = inhibition, hits mostly inhibitors. P10636. K18 P301L tau heparin fibrillization, Alexa594 FP, 6 h. 0.39% of 280,000 active; further: nearly all actives have a fitted effect of over 55% in size
Target sequence (P10636 561-689 P618L limits assumed): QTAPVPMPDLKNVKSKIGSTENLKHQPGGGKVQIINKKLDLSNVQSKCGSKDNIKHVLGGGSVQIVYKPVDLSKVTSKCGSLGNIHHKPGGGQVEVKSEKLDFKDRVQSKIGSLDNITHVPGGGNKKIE
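K18 P301L tau (15 uM unlabeled/0.24 uM Alexa 594-labeled, final) + compound + heparin 20 uM final; 100 mM NaOAc pH 7; 6 hr 37 C; ThT 30 uM final added, 1 hr RT; FP ex 555/em 632 nm.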
L3MBTL1 inh: inhibitors of human L3MBTL1; Q9Y468; AlphaScreen L3MBTL1–H3K9me1 peptide binding; Potency, µM (top dose mostly 57.1 µM), for inactives: at the top dose activity, negative = inhibition, usual class: inhibitors; 0.66% of 230,000 active; AID 485360; further: nearly all actives have a fitted effect of over 60% in size
Target sequence (Q9Y468 whole entry, looked up): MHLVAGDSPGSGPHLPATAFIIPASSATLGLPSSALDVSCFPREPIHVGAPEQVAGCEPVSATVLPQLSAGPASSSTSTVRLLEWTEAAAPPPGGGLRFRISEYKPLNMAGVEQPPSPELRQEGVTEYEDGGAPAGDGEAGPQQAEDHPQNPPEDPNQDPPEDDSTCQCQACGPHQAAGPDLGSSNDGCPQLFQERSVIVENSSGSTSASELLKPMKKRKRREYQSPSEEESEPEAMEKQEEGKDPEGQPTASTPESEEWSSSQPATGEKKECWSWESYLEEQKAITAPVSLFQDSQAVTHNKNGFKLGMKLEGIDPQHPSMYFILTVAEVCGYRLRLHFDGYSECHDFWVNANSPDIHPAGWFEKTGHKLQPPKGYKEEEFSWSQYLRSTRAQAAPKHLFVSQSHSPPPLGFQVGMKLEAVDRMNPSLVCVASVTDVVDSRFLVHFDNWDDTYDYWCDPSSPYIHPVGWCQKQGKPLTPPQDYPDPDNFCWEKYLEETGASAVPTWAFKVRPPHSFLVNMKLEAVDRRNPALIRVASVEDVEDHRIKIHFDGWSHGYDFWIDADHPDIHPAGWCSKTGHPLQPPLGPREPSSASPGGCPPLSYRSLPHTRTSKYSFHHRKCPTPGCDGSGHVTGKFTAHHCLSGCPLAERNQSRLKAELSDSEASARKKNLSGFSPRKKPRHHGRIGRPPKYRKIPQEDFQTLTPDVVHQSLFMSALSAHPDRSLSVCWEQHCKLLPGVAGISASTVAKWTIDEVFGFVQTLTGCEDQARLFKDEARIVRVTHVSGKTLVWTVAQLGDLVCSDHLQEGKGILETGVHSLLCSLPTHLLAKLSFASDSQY
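L3MBTL1 50 nM + b-AHA-H3(1-15)K9me1 75 nM, 30 min RT; compound added, 30 min RT; streptavidin donor/Ni-chelate acceptor beads 10 ug/mL each final, 30 min RT dark; AlphaScreen read.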
Tau fluor counter: counter-screen for tau fibril formation inhibitors; tau K18 P301L Alexa594 fluorescence, heparin fibrillization; Potency, µM (highest dose often 57.7 µM), for inactives: top-dose activity change, negative = decrease; 0.93% of 280,000 active; further: nearly all actives have a fitted effect of over 55% in size
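Human K18 P301L tau (15 uM unlabeled plus 0.24 uM Alexa 594-labeled, final) in 100 mM sodium acetate pH 7 was mixed with compound and 20 uM heparin and incubated 6 hr at 37 C.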
Tau fibril ThT: inhibitors of human tau fibril formation, thioflavin T binding; Potency, µM (series often up to 57.4 µM), for inactives: at the highest dose activity, negative = inhibition, hits mostly inhibitors; P10636; recombinant tau K18 P301L, heparin-induced fibrillization, ThT fluorescence; 2.1% of 270,000 active; further: nearly all actives have a fitted effect of over 55% in size
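Using a mix of unlabeled (15 uM) and Alexa 594-labeled (0.24 uM) tau K18 P301L, heparin-triggered fibrillization over 6 hr at 37 C was scored by ThT fluorescence.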
aGal spleen mod: inhibitors or activators of human alpha-galactosidase in spleen homogenate | P06280 | 0.008% of 240,000 active | Potency, µM (series often up to 80 µM), without a hit: at the top dose activity change, negative = inhibition, usual class: inhibitors | human spleen homogenate, 4MU-alpha-Gal fluorescence, 40 min;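 further: 0% = enzyme with vehicle and -100% = no enzyme basal signal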
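Human spleen homogenate (1 ug) as enzyme source, 4-methylumbelliferyl-alpha-D-galactopyranoside 1 mM final, citrate/phosphate pH 5.0 with 0.01% Tween-20. Compounds 40 min at 37C, NaOH/glycine stop; fluorescence Ex 365/Em 440, Hill-fit AC50.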
TR SRC2 fluor cs: counter-screen for TRb-SRC2 inhibitors: fluorescence interference | TRb/SRC2 Texas Red total fluorescence interference | Potency, µM (titrated, usually from 106 µM), for inactives: at the top dose fluorescence change, negative = quenching | 0.29% of 280,000 active | AID 1479; active means well fitted curve in either direction with a large enough effect; inconclusive means small, poorly fitted or top-dose-only effect
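Human TRβ ligand-binding domain (0.6 uM) and Texas Red SRC2 peptide (20 nM) in Tris buffer with 1 uM T3 and 5% DMSO were incubated with pinned compound for 5 hr at ambient temperature. Total fluorescence was computed as S + 2P (555/632 nm).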
The depositor's hits bear a star; u = inconclusive; x = not tested or not shown; & = joins results of further samples; [ ] = another dose, or the depositor's remark. Unless noted, the call rests on the fitted dose curve; in most records, active means well fitted curve in the direction sought with a large enough effect; inconclusive means small, poorly fitted or top-dose-only effect, or another doubt; inactive means no such curve, though single readings can be large; an effect the other way counts as inactive or inconclusive. Unless noted, on the % scale 0 is the no-effect control and ±100 the full control effect; potency means the concentration at half of the fitted maximal effect.

The first 7 compounds, to show the layout:
SMILES | ALDH1A1 inh | TRb-SRC2 inh | Tau fibril FP | L3MBTL1 inh | Tau fluor counter | Tau fibril ThT | aGal spleen mod | TR SRC2 fluor cs
COc1ccccc1Nc1c([N+](=O)[O-])cncc1[N+](=O)[O-] | u | -2% | 3% | 0% | -12% | -16% | -2% | 0%
COC(=O)c1cc2sc(C)cc2n1Cc1cccc(OC)c1 | x | -6% | -6% | x | u | u | x | u
CCCCn1nnc(NC(=O)c2ccc(-c3cccc(Cl)c3)o2)n1 | u | -1% | 5% | 1% | -10% | -9% | -1% | -5%
Cc1ccc(C)c(NC(=O)CSc2nnc(CCCCCNC(=O)OC(C)(C)C)o2)c1 | 9.5µM* | 2% | 6% | 41%[activator] | -11% | -7% | 5% | -1%
O=C(CCCOc1ccc(Cl)cc1Cl)Nc1cccnc1 | 13% | -3% | 1% | x | -16% | -13% | 1% | -1%
COc1ccc(NC(=O)CCS(=O)(=O)c2cccc3nonc23)cc1Cl | x | 1% | 0% | x | -13% | -6% | x | -1%
COC(=O)N/N=C/c1cc(Cl)cc(Cl)c1OCc1ccccc1F | 6% | -5% | -5% | 5% | -5% | 9% | -6% | 1%

The whole of this part, from the first entry:
SMILES | ALDH1A1 inh | TRb-SRC2 inh | Tau fibril FP | L3MBTL1 inh | Tau fluor counter | Tau fibril ThT | aGal spleen mod | TR SRC2 fluor cs
COc1ccccc1Nc1c([N+](=O)[O-])cncc1[N+](=O)[O-] | u | -2% | 3% | 0% | -12% | -16% | -2% | 0%
COC(=O)c1cc2sc(C)cc2n1Cc1cccc(OC)c1 | x | -6% | -6% | x | u | u | x | u
CCCCn1nnc(NC(=O)c2ccc(-c3cccc(Cl)c3)o2)n1 | u | -1% | 5% | 1% | -10% | -9% | -1% | -5%
Cc1ccc(C)c(NC(=O)CSc2nnc(CCCCCNC(=O)OC(C)(C)C)o2)c1 | 9.5µM* | 2% | 6% | 41%[activator] | -11% | -7% | 5% | -1%
O=C(CCCOc1ccc(Cl)cc1Cl)Nc1cccnc1 | 13% | -3% | 1% | x | -16% | -13% | 1% | -1%
COc1ccc(NC(=O)CCS(=O)(=O)c2cccc3nonc23)cc1Cl | x | 1% | 0% | x | -13% | -6% | x | -1%
COC(=O)N/N=C/c1cc(Cl)cc(Cl)c1OCc1ccccc1F | 6% | -5% | -5% | 5% | -5% | 9% | -6% | 1%
CCCCOC(=O)Cn1c2ccc(OC)cc2c2nc3ccccc3nc21 | 10% | -18% | -8% | x | -8% | u | 2% | 0%
COc1ccc(C(C(=O)NC2CCCCC2)N(C(=O)c2sc(C)nc2C)c2ccccc2C)cc1 (stereo not given) | 15% | 3% | 7% | -1% | 6% | 4% | -3% | 0%
N#CC1(C#N)CC(C=O)=C(N)C1(C#N)CC(=O)c1ccc(F)cc1 (stereo not given) | u | -30% | u | -6% | u | 14µM* | 14% | 14%
COc1ccc(NC(=O)CCN2CCN(CCO)CC2)cc1 | x | 2% | 5% | x | -6% | -6% | x | -16%
CC(C)(C)NC(=O)CN(C(=O)C1CSC(=O)C1)c1ccccc1F (stereo not given) | -2% | 0% | 5% | x | -4% | -5% | 4% | -4%
COc1ccc([N+](=O)[O-])cc1NC(=O)C(C)Sc1nc(C)c(C)c(C)n1 (stereo not given) | 0% | 3% | 13% | -6% | u | -15% | 0% | 0%
CC1(C)Oc2ccc3ccc(=O)oc3c2CC1=O | u | 4% | 4% | x | 0% | -4% | 7% | -2%
NC(=O)COC(=O)CC12CC3CC(CC(C3)C1)C2 | 2% | 8% | 5% | x | 2% | -6% | -1% | -1%
c1ccc(-n2cccc2)c(N2CCCCC2)c1 | x | 12% | -2% | -6% | -18% | -12% | 4% | 1%
Cc1cc(OCC(=O)Nc2ccc(Br)cc2)cc2c1C(=O)CC(C)(C)O2 | -14% | -14% | u | 10% | u | -15% | -5% | 2%
Cc1cc2ccccc2c(=O)n1CC(=O)NCC(=O)N1CCN(c2cccc(Cl)c2)CC1 | -7% | -7% | 0% | 1% | -25% | u | 8% | 1%
CCOC(=O)Cc1csc(NC(=O)COc2ccc(C)c(C)c2)n1 | -4% | -4% | -11%[2.34 µM] | 18% | -2% | -8% | 5% | -2%
Cc1cccc(N2CCN(C(=O)CCN3C(=O)C4C5C=CC(C5)C4C3=O)CC2C)c1 (stereo not given) | -4% | 0% | 5% | x | -11% | -8% | 0% | -3%
CCN1CCN(C(=O)c2ccc3c(c2)N(Cc2ccc(Cl)cc2)C(=O)c2ccccc2S3=O)CC1 (stereo not given) | x | 1% | -2% | x | -12% | -4% | x | 1%
O=C(O)CCCCCNC(=O)C(=O)C1C(=O)Nc2ccccc21 (stereo not given) | x | -8% | -8% | 5% | -12% | -13% | 2% | 0%
COc1ccc(S(=O)(=O)N2CCOCC2)cc1C(C)C | -2% | -2% | 3% | 1% | 3% | 3% | 8% | 2%
Cc1ccc(-c2c3c(nc4sc(C(N)=O)c(N)c24)CCC3)cc1 | u | -14% | 7% | 4% | -29% | -15% | -14% | -4%
Cc1ccc2nc3c(cc(C#N)c(=O)n3CC3CCCO3)c(=O)n2c1 (stereo not given) | u | 0% | -6% | 1% | 0% | 0% | u | -3%

The results go on:
SMILES | ALDH1A1 inh | TRb-SRC2 inh | Tau fibril FP | L3MBTL1 inh | Tau fluor counter | Tau fibril ThT | aGal spleen mod | TR SRC2 fluor cs
O=C1CC(NC23CC4CC(CC(C4)C2)C3)C(=O)N1c1ccc2c(c1)OCO2 (stereo not given) | 11µM* | -1% | -1% | 1%[11.4 µM] | 2% | -3% | 5% | 1%
C1CN(c2nc3nonc3nc2N2CCSCC2)CCO1 | x | -1% | 1% | 9% | -2% | 4% | 5% | 3%
Cc1nc(C)c(C(=O)Nc2cccc(C)c2C)o1 | 18µM* | 2% | -3% | 2% | -9% | -17% | 0% | -2%
COc1ccc(NC(=O)CC(Cc2ccccc2)C(=O)O)cc1 (stereo not given) | 8% | -3% | -8% | x | 1% | -3% | 0% | -4%
COc1cc(CCCN2C(=S)NC[C@H]2Cc2ccc(O)cc2)cc(OC)c1OC | 0% | 2% | -15% | 1% | -6% | -2% | 7% | 0%
C=CCn1c(SCC(=O)N2CCOCC2)nc(O)cc1=O | 2% | -17% | 0% | 0% | -4% | -11% | 4% | -2%
Cc1cccc(-n2nnnc2SCC(=O)NCC2CCCO2)c1 (stereo not given) | x | -2% | 1% | x | -4% | -3% | 9% | -4%
CCc1ccc(NC(=O)C(=O)NCC(c2cccnc2)N2CCc3ccccc3C2)cc1 (stereo not given) | x | -11% | -10% | x | u | u | x | u
O=C(N[C@@H](c1ccccc1)[C@@H]1C[C@H]1C(=O)O)OCc1ccccc1 | u | 2%&5% | 11%&-9% | -3% | 0%&-8% | -2%&-6% | 0%&-5% | -3%&-1%
Cc1ccc(CN2C(=O)CCC2C(=O)NCCCN2CCCCC2C)cc1 (stereo not given) | -1% | -12% | -2% | -3% | -4% | -3% | -3% | 0%
COc1cc2c(=O)n(Cc3ccco3)c(=O)n(CC(=O)Nc3ccc(F)cc3)c2cc1OC | x | -1% | u | x | -27% | 18% | x | -3%
CC(=O)NCCOc1c(C)cc(S(N)(=O)=O)cc1C | 5% | -9% | 11% | x | 0% | -3% | 1% | -2%
COCCNc1nc(C)cc(-c2cc(-c3ccc(Cl)cc3)on2)n1 | x | -10% | 6% | x | 3% | 8% | 1% | 0%
Cc1onc(-c2c(F)cccc2Cl)c1C(=O)O/N=C(\N)c1ccc([N+](=O)[O-])o1 | 7.9µM* | -9% | 12% | -7% | -23% | 0% | -3% | 0%
CCN(CCNC(=O)C1CCN(c2nnc(-n3cccc3)s2)CC1)c1ccccc1 | -4% | -6% | 1% | -6% | -23% | u | -1% | -1%
CCN(CC)c1ccc(/C=N/NC(=O)OC(C)(C)C)cc1 | x | -5% | 8% | -12% | -14% | u | -2% | 0%
O=C(COC(=O)c1ccc(Cl)cc1O)NCCN1C(=O)CSC1=O | x | -8% | -4% | x | -11% | -11% | -3% | -1%
CC1(C)CC(=O)C(C(C2=C(O)CC(C)(C)CC2=O)c2cccc(O)c2)C(=O)C1 (stereo not given) | 14µM* | -19% | u | 39%[activator] | u | u | -13% | 0%
COc1ccc(Cn2c(CCC(=O)NCc3ccco3)nc3cccnc32)cc1 | -5% | 4% | -7% | -1% | -4% | -9% | -1% | 0%
COc1ccc(C(C)=O)cc1CN1C(=O)NC2(CCCC2)C1=O | 2% | 2% | -6% | 2% | -2% | -4% | -7% | -2%
Cc1cccc(OCC(=O)NCc2ccncc2)c1C | 0% | -11% | -1% | 0% | 1% | 0% | -11% | -1%
Cn1ccnc1SCC(=O)c1ccc(Cl)cc1 | 14µM* | 3% | -4% | x | -6% | -8% | -5% | 2%
C#CC[N+]1(CC#Cc2ccc(C)cc2)CCCCC1 | -1% | -10% | 4% | 5% | 1% | -11% | -9% | 0%
NC(=O)CSc1nc2scc(-c3ccco3)c2c(=O)n1-c1ccccc1 | 3.5µM* | 4% | u | x | -25% | u | -10% | -7%
Fc1ccccc1NC(=S)N1CCN(Cc2ccccc2)CC1 | u | 2% | -6% | 3% | -1% | 0% | -2% | -5%

(listing goes on)
SMILES | ALDH1A1 inh | TRb-SRC2 inh | Tau fibril FP | L3MBTL1 inh | Tau fluor counter | Tau fibril ThT | aGal spleen mod | TR SRC2 fluor cs
O=C1N=C(N2CCN(c3ccccc3)CC2)S/C1=C\c1ccco1 | -98% | 4% | -9% | u | -18% | 14µM* | -1% | -14%
O=S(=O)(c1ccc(Br)s1)N1CCN(Cc2ccc3c(c2)OCO3)CC1 | -4% | 4% | 6% | x | -28% | -19% | 0% | -1%
CN1CCc2c(sc3c2C(=O)NC(c2ccccn2)N3)C1 (stereo not given) | u | 10µM* | u | u | 25% | -16% | u | 45µM*[fluorescent]
CC1CC(C)CN(c2oc(-c3ccco3)nc2C#N)C1 (stereo not given) | u | -14% | 3% | u | 1% | 4% | -4% | -1%
Cc1nn2c(-c3ccccc3)ccnc2c1-c1ccccc1 | -1% | -1% | -13% | x | -26% | u | -5% | 0%
COCCn1c(=O)[nH]c2cc(C(=O)Nc3cccc(F)c3)ccc2c1=O | u | -2% | 4% | 13% | -9% | 1% | 15% | 0%

Not a hit list; overall some 8.5% were active at least once.
